CF NFkB block: blocks PAF-induced NF-kB reporter in cystic fibrosis cells | KKLEB NF-kB-GFP reporter, GFP fluorescence overnight | inhibition, % at 5 µM | 360,000 tested, 0.86% active | AID 588850;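 active = at least 50% inhibition at 5 µM, scaled per plate between neutral and stimulator controls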;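 also: PAF is a Pseudomonas aeruginosa culture filtrate used as stimulus; plate controls were PAF-stimulated DMSO wells for no effect and unstimulated DMSO wells for full effect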
MITF TRPM1 inh: reduces MITF-dependent TRPM1 promoter luciferase signal; SK-MEL-5 TRPM1 promoter luciferase, 24 h; inhibition, % at 12.5 µM; 330,000 tested, 0.83% active;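 active = mean inhibition across replicates of 60% or more, whatever share of single replicates reaches that level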; also: values of inactives mirror those of a sister screen read the other way
NR2E3 ag-1: agonists of human nuclear receptor NR2E3 | inhibition of corepressor binding, % at 4.78 µM | 320,000 tested, 0.12% active | GST-NR2E3/biotin-RetCOR TR-FRET, 1536-well | AID 2300 | Q9Y5X4;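 active = percent inhibition above the cutoff of mean plus 3 SD of all tested compounds, set per screening campaign, cut at about 20% in these data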;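 also: 0% = DMSO wells and 100% = biotin wells as full block of FRET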
Target sequence (Q9Y5X4 whole entry, looked up): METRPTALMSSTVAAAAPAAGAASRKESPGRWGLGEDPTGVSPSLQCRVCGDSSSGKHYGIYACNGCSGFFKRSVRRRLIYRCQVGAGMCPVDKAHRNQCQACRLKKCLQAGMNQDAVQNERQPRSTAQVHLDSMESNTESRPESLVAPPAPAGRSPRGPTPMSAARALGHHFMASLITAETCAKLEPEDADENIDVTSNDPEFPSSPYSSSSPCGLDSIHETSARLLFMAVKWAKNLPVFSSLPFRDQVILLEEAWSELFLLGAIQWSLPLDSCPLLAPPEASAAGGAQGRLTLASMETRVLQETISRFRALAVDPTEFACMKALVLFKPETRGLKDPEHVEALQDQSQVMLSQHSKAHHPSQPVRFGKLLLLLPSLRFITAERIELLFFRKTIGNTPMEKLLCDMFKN
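System: GST-NR2E3 and biotin-RetCOR proteins; probe or stimulus: 7 nM biotin-RetCOR; doses: compound at 4.8 µM, single dose; schedule: Compound–protein incubation for 5 h at 4 °C; detection: time-resolved FRET; read-out: percent inhibition; controls: biotin wells as high control, 0.6% DMSO wells as low control; format: 1536-well plates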
Vif inh: inhibitors of HIV Vif; HEK293T cells, Vif self-association by quenched fluorescence, imaging, 24 h; inhibition, % at 7.49 µM; 340,000 tested, 0.35% active; AID 602346; in the data active = inhibition above about 50%, passing the limit was not always enough; also: some results filed as inactive read as strong as hits
Peg3 promoter: inhibitors of Peg3 promoter | 360,000 tested, 1.7% active | AID 588405 | HeLa PEG-Prom luciferase reporter, luminescence, overnight | inhibition, % at 20 µM;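 active = inhibition of at least 50% at 20 µM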
PDI inh: PDI (human) enzyme inhibition; PDI insulin aggregation turbidity, A650, 90 min; inhibition, % at 10 µM; 350,000 tested, 0.052% active; AID 588391;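 active = mean inhibition across replicates of 30% or more, whatever share of single replicates reach that level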;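 also: absorbance from insulin aggregation driven by PDI reduction with DTT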
Target sequence (P07237 whole entry, looked up): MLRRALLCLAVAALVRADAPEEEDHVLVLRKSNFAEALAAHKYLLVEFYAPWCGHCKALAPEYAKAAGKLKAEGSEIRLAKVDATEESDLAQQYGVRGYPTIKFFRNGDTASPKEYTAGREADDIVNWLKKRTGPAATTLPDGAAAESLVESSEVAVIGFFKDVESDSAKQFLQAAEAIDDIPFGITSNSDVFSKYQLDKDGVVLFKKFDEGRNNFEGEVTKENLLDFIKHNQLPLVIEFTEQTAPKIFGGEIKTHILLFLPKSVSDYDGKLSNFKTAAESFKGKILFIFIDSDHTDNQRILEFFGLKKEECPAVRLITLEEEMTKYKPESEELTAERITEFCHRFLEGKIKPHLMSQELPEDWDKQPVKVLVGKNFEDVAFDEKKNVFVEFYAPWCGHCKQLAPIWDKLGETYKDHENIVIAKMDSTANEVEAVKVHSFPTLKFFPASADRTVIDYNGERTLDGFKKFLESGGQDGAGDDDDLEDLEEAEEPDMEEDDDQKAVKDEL
HIF-2a block: inhibitors of HIF-2a; AID 624352; 360,000 tested, 0.72% active; inhibition, % at 18.8 µM; 786-0 RCC cells HIF-2a reporter, luciferase luminescence, overnight;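 active = inhibition of the luminescence signal of 40% or more relative to plate controls, in a single-dose primary screen at 18.75 µM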
KKLEB cytotox: reduces viability of KKLEB cystic fibrosis airway cells. KKLEB CF airway cells viability, ATPlite luminescence, overnight; stronger effect = lower value; cells stimulated with P. aeruginosa culture filtrate. activity change (cytotoxicity), % at 5 µM. 360,000 tested, 0.36% active;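 active = corrected activity change at or below -50% at 5 µM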
NR2E3 ag-2: human photoreceptor-specific nuclear receptor agonism; Q9Y5X4; CHO-S Gal4-NCOR/VP16-NR2E3 two-hybrid, luciferase; inhibition of corepressor binding, % at 3.98 µM; 360,000 tested, 0.35% active; AID 602229;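 active = inhibition above the mean of all tested compounds plus 3 SD, cut at about 70% in these data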;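 also: 0% = DMSO with NR2E3 transfected cells and 100% = cells lacking NR2E3 construct; higher means lower luciferase signal from less NR2E3 corepressor binding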
CaV13 ICDI inh: Primary screen for inhibitors of IQ motif and Ca2+-dependent inactivation inhibitor domain binding in CACNA1D, Förster resonance energy transfer in living cells, …. HEK cells, CFP/YFP FRET ICDI-IQ, plate reader, 10 min; percent FRET-ratio fall versus neutral wells. inhibition, % at 12.3 µM. 340,000 tested, 0.098% active. AID 743397;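 active = mean replicate inhibition of at least 30% and at least 1% of replicates passing that level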;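 also: 0% = median of the neutral control wells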
Shn3 3UTR inh: reduces Shn3 3'UTR luciferase signal in osteoblasts. 360,000 tested, 0.52% active. Clone20 osteoblast Shn3 3'UTR firefly luciferase, 24 h. inhibition, % at 12.5 µM;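 active = mean inhibition of at least 75% with every replicate also reaching 75%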;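 also: 0% = median of neutral control wells and 100% = pilot-screen positive control compound; some compounds past the cut are filed as inactive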
The depositor's hits bear a star; · = not tested or not shown. Compounds as they come; any-hit rate near 3.3%.

SMILES	CF NFkB block	MITF TRPM1 inh	NR2E3 ag-1	Vif inh	Peg3 promoter	PDI inh	HIF-2a block	KKLEB cytotox	NR2E3 ag-2	CaV13 ICDI inh	Shn3 3UTR inh
NS(=O)(=O)c1ccc(CCNc2ccc(C(F)(F)F)cn2)cc1	-7	0	2	-4	6	5	10	0	-6	-3	28
COc1ccc(C(=O)O)cc1NCc1cccnc1	-13	6	-1	5	7	2	13	5	-39	-5	8
Brc1ccsc1/C=N/Nc1ccccc1	-4	-53	0	5	-257	-5	-276	12	-36	-6	-59
O=C(CSc1nncs1)Nc1ccc2c(c1)OCO2	9	-2	0	7	-47	14	-35	1	-27	-6	-8
Cc1cccc(-n2c(Cc3cc(=O)[nH]c(=O)[nH]3)nnc2SCC(=O)Nc2cccc(C(F)(F)F)c2)c1	-18	9	3	4	11	3	17	10	14	-3	-8
S=C(Nc1cccc(Cl)c1)NC1CC2CCCC(C1)N2C1CCCC1 (stereo unspecified)	5	-14	-1	0	-1	-6	12	-20	-6	-6	0
COc1ccccc1NC(=O)C(=O)N1CCCC1	4	3	0	0	-57	3	-70	8	-22	-17	-11
FC(F)(F)COc1nc(N2CCCCC2)nc(N2CCNCC2)n1	4	-1	4	2	-1	-4	1	-1	-20	·	-4
CCn1c(SCC(=O)N2CCCc3ccccc32)nc2c(c1=O)SC(C)C2 (stereo unspecified)	-25	4	2	-2	22	·	4	-5	-12	-5	11
C/C(=N/NS(=O)(=O)c1ccc(Br)cc1)c1ccc(NC(=O)c2ccc(C)o2)cc1	2	-34	-1	10	-63	-4	-126	19	-80	·	-23
CCCCCCCC(=O)OCC(O)CO (stereo unspecified)	-8	-2	-1	-3	-12	-5	-5	-60*	-17	-5	-1
CC(=O)Nc1nc2n(n1)C(c1ccc(F)cc1)C=C(c1ccccc1)N2 (stereo unspecified)	-16	-1	3	40	9	0	20	5	-5	·	4
Cc1cc(C)n(-c2ccc(-n3ccnc3)nn2)n1	6	-10	-3	·	2	-1	-20	-8	-4	·	-37
Clc1ccc(Nc2nc3cccnc3s2)cc1	-33	-42	0	-5	-294	-6	-346	11	-136	12	-58
Cc1cccc(NC(=O)Nc2c(C)[nH]c(=O)[nH]c2=O)c1C	-5	-15	2	10	-10	5	7	3	8	-19	-8
CCc1ccc(OCC(=O)OC2CCS(=O)(=O)C2)cc1 (stereo unspecified)	-2	-4	-3	8	12	8	13	-16	0	-8	-3
O=C(CCSc1nc(-c2ccc3c(c2)OCO3)cc(C(F)(F)F)n1)NCc1ccccc1	-6	15	0	-2	28	-5	11	1	-18	-1	23
CCCCN(C(=O)CSCc1ccc(C)cc1)c1c(N)n(Cc2ccccc2)c(=O)[nH]c1=O	-4	-12	·	-10	-10	-2	-4	-12	4	-6	7
CN(C)CCO/N=C(\c1ccc(Br)cc1)c1cccnc1	1	-13	2	-2	1	2	9	-6	-7	-2	10
CCOC(=O)C1(Cc2cccc(F)c2)CCN(Cc2ccc(COC)o2)CC1	-14	7	-3	-1	3	-1	6	-3	-3	-2	20
C=CCC1(NC(C)c2ccccc2)CCCCC1 (stereo unspecified)	8	6	0	-2	-67	-1	16	-1	13	-3	-13
COc1ccccc1NC(=O)C1CCCCC1	-2	4	2	6	3	4	-1	-9	-7	·	-2
COc1ccccc1NC(=O)c1ccc(-n2cccn2)nc1	2	-10	-3	-10	-33	3	-28	-2	2	-8	-1
COc1ccc(N2C(=O)CSC2c2ccc([N+](=O)[O-])cc2)cc1 (stereo unspecified)	-11	-1	-1	-2	19	4	10	-4	-2	-18	-6
CC(C)c1ccc(NC2CCCN(C(=O)c3cc(C(C)C)[nH]n3)C2)cc1 (stereo unspecified)	3	-19	·	6	-10	-1	-17	8	-24	-6	-5
Cc1ccc(NC(=O)c2nc[nH]c2C(=O)NCC(=O)OC(C)(C)C)cc1	2	-2	2	-3	-5	-6	7	-1	-4	-11	-4
c1ccc2c(c1)oc1c(NCc3ccc4c(c3)OCO4)ncnc12	1	17	1	·	-14	-9	-17	6	73*	·	15
Cc1cccc(NC(=S)NN2CCN(C)CC2)c1C	5	5	5	9	8	-1	8	-8	-17	·	2
Cn1nnnc1SCC(=O)NCc1cccc(C(=O)O)c1	-20	-9	-2	9	-1	11	17	21	-1	-6	-17
Cc1ccc(C)c(OCc2cc(C(=O)N(C)Cc3nccn3C)no2)c1	-12	-16	1	4	-33	-2	-47	2	3	-6	-5
O=C(CSc1nc(-c2ccc(F)cc2)nc2ccc(F)cc12)Nc1cccc(C(=O)O)c1	-29	16	7	-9	16	0	20	7	7	5	12
CC(=O)Nc1cc(-c2ccc(F)cc2)[nH]n1	-5	7	2	-2	-56	0	-78	7	-52	-17	-11
Cc1cc(C)c2sc(N(CCCN(C)C)C(=O)CN3C(=O)c4ccccc4C3=O)nc2c1	15	31	1	11	8	2	15	-6	-24	-5	-34
O=C1c2ccccc2C(=O)N1CC(=O)N1c2ccccc2Sc2ccc(C(F)(F)F)cc21	8	-13	1	-9	8	-4	18	3	14	-5	4
CCCCN(CC(=O)NC1CCCC1)C(=O)C(=O)Nc1ccc2c(c1)OCCO2	-4	-5	4	-7	6	4	-5	-5	12	-7	4
CCOC(=O)[C@H]1[C@H]2COc3ccccc3[C@@H]2N2C(=O)c3cc(Br)ccc3NC(=O)[C@@]12C	4	4	-5	3	6	-4	0	0	24	-5	4
CCCCCCc1nnc(N)s1	-6	-1	1	-2	0	7	1	0	3	-7	-21
O=C(NCc1cccs1)c1ccc(S(=O)(=O)N2CCCCC2)cc1	-2	-23	2	0	19	1	10	-4	0	-7	16
COc1cccc(/C=C2\N=C3CCCCCN3C2=O)c1	8	4	0	3	3	3	21	-1	-4	-4	4
Cc1ccccc1C(=O)Nc1cccc(NC(=O)c2ccc(-c3ccc(Br)cc3)o2)c1	44	-8	-1	-3	9	-6	-20	-53*	-26	-6	11
Cc1ccc(CN(C)C(=O)CSc2nnc3n2CCCCC3)c(C)c1	-19	13	2	-7	3	-5	11	13	28	-2	-3
CC(=O)c1ccc(S(=O)(=O)N2CCN(C(=O)c3cccc(S(=O)(=O)N4CC(C)OC(C)C4)c3)CC2)cc1 (stereo unspecified)	-2	8	·	10	16	3	5	2	3	-13	6
COc1ccc(Cl)cc1-c1cc(C(=O)NCc2ccc(F)cc2)[nH]n1	-37	·	·	16	8	-3	25	9	5	-12	16
CC(C)SCc1cc(N2CCCC2)nc(-c2ccccc2)n1	-3	1	4	-10	11	2	13	-18	-11	-2	9
Cc1ccc(C(=O)NC(=S)N2CCN(c3ccc([N+](=O)[O-])cc3)CC2)cc1	-16	7	1	4	18	2	1	7	16	-8	-6
CC1(C)Cc2nc(N)c(C(=O)NCCO)cc2CO1	5	-6	3	4	13	-2	18	3	0	-2	-7
Cn1c(N2CCCC2)nc2c1c(=O)n(Cc1ccc(F)cc1)c(=O)n2C	-8	1	1	7	10	1	15	-1	-9	-4	28
Cn1c(SCC(=O)Nc2ccc3c(c2)OCO3)nnc1C(F)(F)F	-15	8	·	-2	-6	4	5	3	4	-4	-11
COc1ccc(Cn2c(C)ccc2C)cc1	-5	6	4	-2	12	-2	3	-9	5	-4	-5
Cc1ccc(OCC(=O)Nc2ccc(F)cc2)cc1C	-1	-66	0	14	-243	-5	-240	5	9	-8	-53
O=C(O)CSc1nnc(-c2ccc3c(c2)OCO3)o1	10	-6	2	-3	9	-4	22	2	13	-4	-13
C=C(C)[C@@H]1CC=C(CN2CCC(CCOC)(C(=O)OCC)CC2)CC1	3	1	-1	-7	13	-3	12	6	-24	4	-1
COC(=O)c1cc2c(cc1Cl)N1CCCCCC1=NS2(=O)=O	-23	-3	0	-5	-10	2	-9	8	-17	-12	-39
CCCCOC(=O)Nc1ccc(N2CCCCC2)cc1	4	-86	-2	17	-319	-1	-230	-3	-146	-6	-54
C=CCNc1nc(C)c(CNc2c(C)cc(C)cc2C)nc1C#N	-7	-11	-2	-3	5	0	3	5	-9	-3	0
COc1ccc(C(=S)N2CCN(C)CC2)cc1Br	-9	-8	5	6	17	5	4	10	14	-5	17
CCn1c(SCC(=O)NCc2ccc3c(c2)OCO3)nnc1-c1cccs1	-8	-6	6	5	3	10	-5	14	11	-7	14
COc1ccc(S(=O)(=O)N(CCc2ccccc2)CC(=O)NC(C)C)cc1	0	8	-2	4	3	-3	7	-4	15	-4	-2
S=C(Nc1ccccc1)Nc1ccc(Cl)cn1	6	-2	0	-2	-104	8	-121	6	-18	·	-12
Cc1nc2ccc(NC(=O)NCCCO)cc2s1	1	9	5	-3	-107	-7	-36	-3	-51	·	-17

Going on with the list.
SMILES	CF NFkB block	MITF TRPM1 inh	NR2E3 ag-1	Vif inh	Peg3 promoter	PDI inh	HIF-2a block	KKLEB cytotox	NR2E3 ag-2	CaV13 ICDI inh	Shn3 3UTR inh
Cn1c(=O)[nH]c(=O)c2c1nc(Br)n2CCSc1nc2ccccc2o1	11	5	3	-6	21	5	19	17	-21	-7	-23
COc1ccc(NC(=O)CSCC(=O)Nc2ccc(S(=O)(=O)N3CCOCC3)cc2)cc1	8	4	0	-9	7	-12	-2	-12	-9	-6	-3
Cn1cc(CN2CCCC(CO)(Cc3ccccc3)C2)c2ccccc21 (stereo unspecified)	7	1	3	-3	9	19	16	-4	-38	-7	24
NC(Cc1ccc(F)cc1)c1csc(NC(=O)NC(c2ccccc2)c2ccccc2)n1 (stereo unspecified)	31	·	·	-4	96*	-3	-17	-31	7	-5	39
Cc1cccn2c(CNC3CCCc4ccccc43)c(C(=O)N3CCCCC3)nc12 (stereo unspecified)	12	6	-2	4	18	0	1	2	11	1	4
Cc1ccsc1/C=C1\Oc2cc(OCC(=O)c3ccccc3)ccc2C1=O	-14	-15	-2	-4	-75	2	-87	8	-4	-4	-40
COc1ccc(S(=O)(=O)NCc2cccnc2)cc1OC	-7	14	-1	-3	14	3	23	10	6	-9	6

Entries of single compounds, looked up by structure. Order of values: CF NFkB block	MITF TRPM1 inh	NR2E3 ag-1	Vif inh	Peg3 promoter	PDI inh	HIF-2a block	KKLEB cytotox	NR2E3 ag-2	CaV13 ICDI inh	Shn3 3UTR inh
NC(Cc1ccc(F)cc1)c1csc(NC(=O)NC(c2ccccc2)c2ccccc2)n1 (stereo unspecified) reads 31	·	·	-4	96*	-3	-17	-31	7	-5	39
Cn1c(=O)[nH]c(=O)c2c1nc(Br)n2CCSc1nc2ccccc2o1 reads 11	5	3	-6	21	5	19	17	-21	-7	-23

2 entries from above, bar-delimited:
SMILES | CF NFkB block | MITF TRPM1 inh | NR2E3 ag-1 | Vif inh | Peg3 promoter | PDI inh | HIF-2a block | KKLEB cytotox | NR2E3 ag-2 | CaV13 ICDI inh | Shn3 3UTR inh
Cn1c(=O)[nH]c(=O)c2c1nc(Br)n2CCSc1nc2ccccc2o1 | 11 | 5 | 3 | -6 | 21 | 5 | 19 | 17 | -21 | -7 | -23
COc1ccc(NC(=O)CSCC(=O)Nc2ccc(S(=O)(=O)N3CCOCC3)cc2)cc1 | 8 | 4 | 0 | -9 | 7 | -12 | -2 | -12 | -9 | -6 | -3
